NR2E3 ag-1: agonists of human NR2E3 nuclear receptor | Q9Y5X4 | CHO-S Gal4-NCOR/VP16-NR2E3 two-hybrid, luciferase | inhibition of corepressor binding, % at 3.98 µM | 360,000 compounds, 0.35% hits | AID 602229;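 active means inhibition above the mean of all tested compounds plus 3 SD, cut at about 70% in these data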;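 further: 0% = DMSO with NR2E3 transfected cells and 100% = cells lacking NR2E3 construct; higher means lower luciferase signal from less NR2E3 corepressor binding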
Target sequence (Q9Y5X4 whole entry, looked up, the tested form may be a part): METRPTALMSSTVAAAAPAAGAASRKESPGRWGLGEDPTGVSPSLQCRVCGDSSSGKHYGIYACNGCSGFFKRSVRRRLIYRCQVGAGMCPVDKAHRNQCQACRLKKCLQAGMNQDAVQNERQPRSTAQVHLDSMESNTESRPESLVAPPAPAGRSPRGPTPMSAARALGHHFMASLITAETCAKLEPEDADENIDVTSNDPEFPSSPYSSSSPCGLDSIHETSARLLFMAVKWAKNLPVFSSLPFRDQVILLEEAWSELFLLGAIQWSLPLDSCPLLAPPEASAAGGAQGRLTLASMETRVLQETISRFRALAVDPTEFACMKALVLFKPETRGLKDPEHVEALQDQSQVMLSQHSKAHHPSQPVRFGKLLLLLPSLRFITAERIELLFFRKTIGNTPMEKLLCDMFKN
PDI inh: inhibitors of human protein disulfide isomerase. P07237. PDI insulin aggregation turbidity, A650, 90 min. inhibition, % at 10 µM. 350,000 compounds, 0.052% hits;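 active means mean inhibition across replicates of 30% or more, whatever share of single replicates reach that level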;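 further: absorbance from insulin aggregation driven by PDI reduction with DTT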
Target sequence (P07237 whole entry, looked up): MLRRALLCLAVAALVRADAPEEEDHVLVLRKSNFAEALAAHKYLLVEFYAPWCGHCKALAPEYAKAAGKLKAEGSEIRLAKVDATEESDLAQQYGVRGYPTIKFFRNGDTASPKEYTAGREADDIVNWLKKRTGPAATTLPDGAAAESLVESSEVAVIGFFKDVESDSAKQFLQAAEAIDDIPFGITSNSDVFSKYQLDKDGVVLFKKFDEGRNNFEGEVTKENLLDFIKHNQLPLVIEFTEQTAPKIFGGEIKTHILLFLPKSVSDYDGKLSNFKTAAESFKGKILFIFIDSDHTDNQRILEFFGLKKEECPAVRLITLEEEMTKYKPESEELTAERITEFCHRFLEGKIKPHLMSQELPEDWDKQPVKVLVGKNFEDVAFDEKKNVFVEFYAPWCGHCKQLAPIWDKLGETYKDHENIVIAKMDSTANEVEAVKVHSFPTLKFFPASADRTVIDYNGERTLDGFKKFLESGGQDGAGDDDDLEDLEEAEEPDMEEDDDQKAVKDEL
TRPM1 prom inh: reduces MITF-dependent TRPM1 promoter luciferase signal. SK-MEL-5 TRPM1 promoter luciferase, 24 h. inhibition, % at 12.5 µM. 330,000 compounds, 0.83% hits;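 active means mean inhibition across replicates of 60% or more, whatever share of single replicates reaches that level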; further: values of inactives mirror those of a sister screen read the other way
H9c2 protect: myocardial damage modulation in H9c2 cells. protection from H2O2 cell death, % at 20 µM. 360,000 compounds, 0.63% hits. H9c2 cardiomyocytes, H2O2 injury protection, ATPLite, 2 h;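 active means compounds giving at least 50% protection of heart cells from peroxide-induced death in the single-dose screen, raw or plate-pattern-corrected value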;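 further: 0% = DMSO wells with peroxide and 100% = DMSO wells without peroxide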
HTR2A ag: mouse HTR2A agonism via beta-arrestin recruitment; P35363; CHO-K1 mHTR2A beta-arrestin complementation, luminescence; percent of 30 µM serotonin response; activation, % at 7.6 µM; 360,000 compounds, 0.66% hits; AID 624169;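 active means activation above a run cutoff, the mean activation of all tested compounds plus 3 SD, cut at about 14% in these data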;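 further: 0% = plate median of compound wells and 100% = 30 µM serotonin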
CaV13 FRET inh: Disruptors of the CACNA1D IQ motif to Ca2+-dependent inactivation inhibitor domain association, primary screening, Förster resonance energy transfer in intact living …. HEK cells, CFP/YFP FRET ICDI-IQ, plate reader, 10 min; percent FRET-ratio fall versus neutral wells. inhibition, % at 12.3 µM. 340,000 compounds, 0.098% hits. AID 743397;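 active means mean replicate inhibition of at least 30% and at least 1% of replicates passing that level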;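 further: 0% = median of the neutral control wells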
Peg3 promoter: reduces Peg3 promoter-driven luciferase expression in HeLa; HeLa PEG-Prom luciferase reporter, luminescence, overnight; inhibition, % at 20 µM; 360,000 compounds, 1.7% hits; AID 588405;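 active means inhibition of at least 50% at 20 µM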
Shn3 inh set2: inhibitors of Schnurri-3 3'UTR reporter in osteoblasts; inhibition, % at 12.5 µM; 360,000 compounds, 0.52% hits; Clone20 osteoblast Shn3 3'UTR firefly luciferase, 24 h;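 active means mean inhibition of at least 75% with every replicate also reaching 75%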;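 further: 0% = median of neutral control wells and 100% = pilot-screen positive control compound; some compounds past the cut are filed as inactive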
iPSC survival up: enhancers of human iPSC single-cell survival; AID 602274; 360,000 compounds, 0.044% hits; survival enhancement, % at 20 µM; hiPSC single-cell survival, ATPlite luminescence; 100% = ROCK inhibitor wells, 0% = DMSO; in the data active means survival enhancement above about 18%;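 further: cells exposed to compounds for 16 hours before the ATP read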
HIF-2a inh: inhibitors of HIF-2a. 786-0 RCC cells HIF-2a reporter, luciferase luminescence, overnight. inhibition, % at 18.8 µM. 360,000 compounds, 0.72% hits. AID 624352;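 active means inhibition of the luminescence signal of 40% or more relative to plate controls, in a single-dose primary screen at 18.75 µM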
NR2E3 ag-2: activates human photoreceptor nuclear receptor NR2E3. Q9Y5X4. GST-NR2E3/biotin-RetCOR TR-FRET, 1536-well. inhibition of corepressor binding, % at 4.78 µM. 320,000 compounds, 0.12% hits. AID 2300;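 active means percent inhibition above the cutoff of mean plus 3 SD of all tested compounds, set per screening campaign, cut at about 20% in these data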;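 further: 0% = DMSO wells and 100% = biotin wells as full block of FRET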
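System: GST-tagged NR2E3 plus biotinylated RetCOR corepressor; Buffer or medium: pH 7.5 Tris-based buffer; Probe or stimulus: RetCOR corepressor, biotinylated, 7 nM; Doses: compound at 4.8 µM, single dose; Schedule: 5 h incubation at 4 °C; Technique: time-resolved FRET; Evaluation: percent inhibition of TR-FRET ratio; Replication: one well per compound, singlicate testing.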
An asterisk follows results filed as active; / = not tested or not shown.

SMILES	NR2E3 ag-1	PDI inh	TRPM1 prom inh	H9c2 protect	HTR2A ag	CaV13 FRET inh	Peg3 promoter	Shn3 inh set2	iPSC survival up	HIF-2a inh	NR2E3 ag-2
COc1ccc(NC(=O)CN(c2ccccc2F)S(=O)(=O)c2ccc(C)cc2)c(OC)c1	-2	2	1	-8	-2	-1	10	32	-0.8	15	2
COc1cc(OC)cc(C(=O)N[C@H](C(=O)OCC(=O)c2ccc(C)c([N+](=O)[O-])c2)C(C)C)c1	-15	-7	5	3	1	-6	1	-10	4.6	1	/
Cc1cnc(C)c(Nc2nc(C(N)Cc3ccccc3)cs2)n1 (configuration not stated)	14	-2	/	18	-7	-10	-4	2	-2.4	1	/
O=C(Nc1ccc2c(c1)OCO2)N1CCN(C/C=C/c2ccccc2)CC1	-1	-3	3	-2	-3	-5	-3	3	-0.6	-20	2
COc1ccc(-c2cc(C(=O)NN)[nH]n2)cc1	1	-3	-5	5	-2	-5	-6	-32	-0.4	9	1
COc1ccc(NC(=O)CSc2ccc3nnc(-c4ccccn4)n3n2)cc1	-7	-1	2	5	4	-5	-9	9	2.1	11	4
Nc1ccc2c(c1)C(=O)c1ccc(N)cc1-2	-16	1	-35	42	-2	-10	-190	-74	-3.5	-130	/
Cc1ccc2nc(SCC(=O)N3CCCc4ccccc43)nc(=O)n2c1	-12	-5	-1	0	-1	-15	18	2	1.9	21	/
C=CCOc1ccc(/C=C2\SC(N3CCCCC3)=NC2=O)cc1	-11	-1	-14	0	1	-2	-62	-22	0.2	-114	3
CC(=O)C1=C(Nc2ccc(C)cc2)CC(C)(O)C(C(C)=O)C1c1ccco1 (configuration not stated)	-36	5	8	-13	3	-5	16	18	-1.6	4	-2
O=C(O)CC(c1cccc(Cl)c1)n1cccc1 (configuration not stated)	-9	-5	-2	14	-1	-4	-1	-1	0.6	8	0
O=[N+]([O-])c1ncn(Cc2ccccc2Cl)n1	-15	4	-9	-1	1	-6	5	4	-0.7	10	3
O=C(N/N=C\c1coc2ccccc2c1=O)c1ccco1	-19	0	2	3	1	-5	6	/	-0.2	12	-4
COc1cc2c(cc1OC)CN(C(=S)Nc1ccc(Cl)cc1)CC2	11	2	6	3	-5	8	19	37	0.7	11	-2
Cc1nc(C(=O)Nc2ccc(Cl)cc2)sc1C1(C)CC(c2cccc([N+](=O)[O-])c2)=NO1 (configuration not stated)	-14	1	5	-3	6	13	10	64	-1.7	-8	-4

Two compounds drawn at random from those above:
SMILES	NR2E3 ag-1	PDI inh	TRPM1 prom inh	H9c2 protect	HTR2A ag	CaV13 FRET inh	Peg3 promoter	Shn3 inh set2	iPSC survival up	HIF-2a inh	NR2E3 ag-2
Cc1ccc2nc(SCC(=O)N3CCCc4ccccc43)nc(=O)n2c1	-12	-5	-1	0	-1	-15	18	2	1.9	21	/
O=C(Nc1ccc2c(c1)OCO2)N1CCN(C/C=C/c2ccccc2)CC1	-1	-3	3	-2	-3	-5	-3	3	-0.6	-20	2

Continued:
SMILES	NR2E3 ag-1	PDI inh	TRPM1 prom inh	H9c2 protect	HTR2A ag	CaV13 FRET inh	Peg3 promoter	Shn3 inh set2	iPSC survival up	HIF-2a inh	NR2E3 ag-2
O=C(CSc1nc2ccccc2nc1SCC(=O)N1CCOCC1)N1CCOCC1	-26	-5	0	1	0	/	10	-10	1.1	19	-1
O=C(O)c1cc2nc(-c3ccc(F)cc3)cc(C(F)(F)F)n2n1	-21	-13	7	16	3	-5	2	18	-2.6	27	-3
CC(=O)Nc1ccc(N2CCN(C(C)=O)CC2)cc1	1	-4	5	-3	3	-8	5	-55	-3.0	4	2
Cc1cnc(NC(=O)C2CCCC2)s1	19	15	-1	4	1	-4	-36	-41	1.5	-41	3
Cc1ccc(F)c(C2C3C=CCC(c4cccc(-c5ccc(N(C)C)cc5)c4)C3C(=O)N2Cc2ccccc2)c1 (configuration not stated)	-33	-3	-6	-20	2	-5	12	31	-1.6	-23	-4
CCOc1ccc(-c2cccc(NS(=O)(=O)c3cc([N+](=O)[O-])ccc3Cl)c2)nn1	53	-10	-9	2	0	-3	0	29	0.3	-49	-3
COC(=O)c1ccccc1NC(=O)CCc1ccccc1	-19	6	10	0	0	-3	-15	-5	-1.3	4	2
O=C(Cn1nc(C(F)(F)F)cc1C1CC1)NCc1ccccc1F	-10	2	-5	4	-5	-18	-11	-19	2.5	11	1
COc1ccccc1C(CNC(=S)NCc1ccccc1)N1CCCC1 (configuration not stated)	14	-4	-13	10	-2	-1	18	-7	-0.4	2	1
COC(=O)CCCC1=CC2=C(c3ccccc3)C(=O)C(C)(OC(=O)C3CCCC3)C(=O)C2=CN1Cc1ccc(OC)cc1 (configuration not stated)	10	6	-4	4	-3	-22	-6	-49	2.4	16	1
CC1(c2ccc([N+](=O)[O-])cc2)NC(=O)N(CC(=O)Nc2ccc(N3CCCCC3)cc2)C1=O (configuration not stated)	21	-12	-6	-8	2	-6	-21	-18	0.7	-18	0
O=c1[nH]nc(SCc2ccccc2)c(=O)[nH]1	5	1	-1	6	4	-8	4	7	-1.0	19	-2
O=C(Nc1ccccc1C(=O)Nc1ccc(F)cc1)c1ccco1	-6	12	0	-3	-2	/	2	2	-0.5	-15	8
COc1cc(C2c3c(n[nH]c3C)C(=O)N2c2ccc(C)cc2)ccc1O (configuration not stated)	-15	2	-2	3	1	-4	-23	8	1.2	-27	3
O=c1ccc2ccc(O[C@@H]3O[C@H](CO[C@@H]4OC[C@](O)(CO)[C@H]4O)[C@@H](O)[C@H](O)[C@H]3O)cc2o1	-45	13	-9	8	-3	-10	8	-31	-2.9	3	1
COc1ccc(N2CCN(S(=O)(=O)c3cn(C)cn3)CC2)cc1	0	-1	4	0	-3	-3	3	4	-0.5	9	0
CC(C)c1nc(SCC(=O)NCC2CCCO2)c2c(=O)n(C)c(=O)n(C)c2n1 (configuration not stated)	-1	-3	0	5	28*	-5	20	-5	0.2	15	3
O=C(N/N=C/c1coc2ccccc2c1=O)c1cc(Br)ccc1O	-16	6	8	13	-2	/	10	0	-0.5	6	2
CCN(CC)C(=O)c1cc(C(C)(C)C)c(O)c(C(C)(C)C)c1	-3	-7	1	6	2	-4	14	-3	0.2	12	0
COc1ccc(-c2cc(C(=O)OC3CCOC3=O)c3ccccc3n2)cc1OC (configuration not stated)	-5	-5	4	3	-1	-1	10	4	-1.1	11	0
Brc1ccc(CN2CC[C@H]3C=CCc4cccc(c43)C2)cc1	-6	5	-8	-10	6	-5	2	14	2.7	12	-3
Cc1noc(C)c1CSCC(=O)Nc1cccc(C(F)(F)F)c1	4	7	-4	-1	4	-3	-9	1	0.0	-5	/
CC(OC(=O)c1cccc(-n2cnnn2)c1)C(=O)NC1(C#N)CCCCC1 (configuration not stated)	6	5	2	3	13	-12	7	-7	-0.6	-3	1
CCOC(=O)c1c(C)[nH]c(C(=O)OCC(=O)N2CCN(S(=O)(=O)c3ccc(C)cc3C)CC2)c1C	-26	2	8	1	-3	-6	30	11	-0.3	13	-3
C/C(=N\Nc1ccccn1)c1ccc(C#N)cc1	-46	-7	-11	6	-2	-6	-64	-7	-0.2	-70	-2
COc1ccc(-c2nc3cc(C)c(Br)c(C)n3c2Cc2ccc(C)cc2)cc1OC	-11	/	/	-2	2	-10	-2	6	3.7	-4	/
O=C(O)CCCCCCCCCC[n+]1ccccc1	-4	11	-3	11	4	-23	18	0	-0.8	9	0
Clc1ccccc1/C=N/c1cc(-c2ccccc2)nn1-c1ccccc1	-50	-7	-5	-6	-4	-4	-40	-14	-2.2	-172	1
Cc1ccc(S(=O)(=O)n2ccc(-c3cccc(OCc4c(F)cccc4Cl)c3)n2)cc1	18	-2	4	-6	6	-5	8	13	-1.5	5	5
Cc1ccc(C(O)c2ncc(-c3cccc(F)c3)[nH]2)cc1 (configuration not stated)	-40	-2	/	-5	2	-7	-60	-4	2.3	-121	/
COc1ccc(NC(=O)COc2ccc(/C=C/c3cc[n+](C)cc3)cc2OC)cc1	-9	-2	7	0	-1	-12	2	6	0.7	18	-1
Cc1cccc(NC(=O)Cn2c(=O)oc3ccccc32)c1C	-12	8	9	3	-3	-1	9	1	0.1	17	0
CCOC(=O)c1cc2ccc(OC(=O)c3ccco3)cc2oc1=O	-26	-8	-7	-2	6	5	-6	9	2.5	-4	4

Entries above with fluorine:
SMILES	NR2E3 ag-1	PDI inh	TRPM1 prom inh	H9c2 protect	HTR2A ag	CaV13 FRET inh	Peg3 promoter	Shn3 inh set2	iPSC survival up	HIF-2a inh	NR2E3 ag-2
COc1ccc(NC(=O)CN(c2ccccc2F)S(=O)(=O)c2ccc(C)cc2)c(OC)c1	-2	2	1	-8	-2	-1	10	32	-0.8	15	2
O=C(O)c1cc2nc(-c3ccc(F)cc3)cc(C(F)(F)F)n2n1	-21	-13	7	16	3	-5	2	18	-2.6	27	-3
Cc1ccc(F)c(C2C3C=CCC(c4cccc(-c5ccc(N(C)C)cc5)c4)C3C(=O)N2Cc2ccccc2)c1 (configuration not stated)	-33	-3	-6	-20	2	-5	12	31	-1.6	-23	-4
O=C(Cn1nc(C(F)(F)F)cc1C1CC1)NCc1ccccc1F	-10	2	-5	4	-5	-18	-11	-19	2.5	11	1
O=C(Nc1ccccc1C(=O)Nc1ccc(F)cc1)c1ccco1	-6	12	0	-3	-2	/	2	2	-0.5	-15	8
Cc1noc(C)c1CSCC(=O)Nc1cccc(C(F)(F)F)c1	4	7	-4	-1	4	-3	-9	1	0.0	-5	/
Cc1ccc(S(=O)(=O)n2ccc(-c3cccc(OCc4c(F)cccc4Cl)c3)n2)cc1	18	-2	4	-6	6	-5	8	13	-1.5	5	5
Cc1ccc(C(O)c2ncc(-c3cccc(F)c3)[nH]2)cc1 (configuration not stated)	-40	-2	/	-5	2	-7	-60	-4	2.3	-121	/
